NCI-60 one-dose screen, 48 h, at 10 µM unless noted. Numbers give growth in % (100 = growth as untreated, 0 = no growth, -100 = all killed).
HOP-92 – HOP-92 NSCLC cells | 71,000 compounds, 6.3% hits
MOLT-4 – MOLT-4 leukemia cells. 80,000 compounds, 6.9% hits
RPMI-8226 – RPMI-8226 leukemia cells | AID 1794781 | 77,000 compounds, 7.5% hits
CCRF-CEM – CCRF-CEM leukemia | 77,000 compounds, 7% hits
HOP-62 – HOP-62 NSCLC; 80,000 compounds, 3.9% hits; AID 1794735
EKVX – EKVX NSCLC. 71,000 compounds, 3% hits. AID 1794765
A549/ATCC – A549/ATCC NSCLC | 81,000 compounds, 3.7% hits | AID 1794740
SR – SR leukemia cells | 73,000 compounds, 8.7% hits
Numbers without * were called inactive; . = no result given; & = joins results of further samples. The calls were made as follows: active = growth percent below 10; inactive = the rest.

SMILES	HOP-92	MOLT-4	RPMI-8226	CCRF-CEM	HOP-62	EKVX	A549/ATCC	SR
O=C(Cn1cc(CSc2nc3ccccc3o2)nn1)Nc1ccc([N+](=O)[O-])cc1	95	94	97	105	84	104	101	101
O=C(C1CC2CCC13CC=CCC23)C1CC2CCC13CC=CCC23 (stereo not given)	.	96	96	103	89	95	83	101
C[C@]12CC[C@H]3[C@@H](CC[C@H]4C[C@@H](O)CC[C@@]43C)[C@@H]1CC(=O)C2	.	86	.	.	97	97	100	90
O=C(Nc1ccc(NC(=O)c2cc(S(=O)(=O)NCCc3ccccc3)c(O)c(O)c2O)cc1)c1cc(S(=O)(=O)NCCc2ccccc2)c(O)c(O)c1O	124	102	104	90	89	89	80	.
CCCNC(=O)Oc1ccc(/C(=C(\C)c2ccccc2)c2ccc(OCCCN(C)C)cc2)cc1	68	66	63	76	78	80	70	4.9*
CNS(=O)(=O)c1ccc(Nc2ccc(C(F)(F)F)cc2)c(-c2cn(C)cn2)c1	.	37	36	51	95	49	37	52
CCCC(C)NCCOC(=O)c1ccccc1 (stereo not given)	88	98&105	119&104	119&101	96&92	91	94&121	84
CN1CCN(CCCCOc2ccc3c(c2)CCCC(=O)N3)CC1	.	106	95	105	105	104	112	103
CCOC(=O)C1=C(N)N(c2ccc(C)cc2)C2=C(C(=O)CC(C)(C)C2)C1c1ccc(OC)cc1 (stereo not given)	127	105	109	108	111	104	111	90
CC1(C)CC(=O)C2=C(C1)N(c1ccc(F)cc1F)C(N)=C(C#N)C2c1ccc(Cl)c([N+](=O)[O-])c1 (stereo not given)	101	104	107	108	94	96	99	102
CC1(C)CC[C@]23CC[C@]4(C)[C@H](CC[C@@H]5[C@@]6(C)CC[C@H](NCO)C(C)(C)[C@@H]6CC[C@]54C)[C@H]2[C@H]1OC3	40	15	19	37	80	94	60	3.7*
CCOC(=O)c1[nH]c(-c2ccc(Cl)cc2)cc1-c1cccnc1	17	12	4.6*	9.2*	10	24	31	13
COC(=O)C(CSCc1ccccc1)NC(=O)CCNC(=O)OCc1ccccc1 (stereo not given)	89	97	96	97	105	.	90	99
O=C1C2=C(NC(=S)NC2c2ccc3c(c2)OCO3)c2ccccc21 (stereo not given)	95	104	103	108	104	102	107	107
Cn1c(=O)[nH]c(=O)c2nc(CC(=O)Nc3ccccc3)c(=O)[nH]c21	86	97	100	99	92	97	101	110
CC1=C(C)C(=O)C(N2CCCCC2)=CC1=O	128	88	91	82	102	85	99	103
COc1cccc(C2N(c3cccc(Cl)c3)C(=O)N3CCCN23)c1 (stereo not given)	95	100	86	.	119	88	.	93
O=C1O/C(=C2\C=C(c3ccccc3)OC2=O)C=C1c1ccccc1	90	115	106	106	104	108	104	110
C/C(=C1/C(=O)Nc2ccccc21)c1ccc(NS(=O)(=O)c2ccccc2)cc1	75	75	73	.	70	53	91	82
COc1ccc2nc3cc(Cl)ccc3c(N3CCN(c4nccc(Nc5ccc(Cl)cc5)n4)CC3)c2c1	35	4.0*	44	5.6*	88	.	76	30
CCCCCCCCn1ccc2cc(NC(=O)CN3CCN(c4cc(C)nc(N5CCCCCC5)n4)CC3)ccc21	37	58	66	71	87	80	78	67
Cc1ccc2cc(O)ccc2c1	104	102	96	109	106	104	101	103
N#CC1C(=O)c2ccccc2C1c1ccccc1 (stereo not given)	85&75	83&80	102&111	94&98	107&99	103	102&102	106&85
CN(C)CCN(Cc1cccs1)c1ccccn1	92	111	108	108	102	92	107	103
CCn1c2ccc(/C=N\N=C(N)N)cc2c2cc(/C=N/N=C(N)N)ccc21	44	92	71	79	51	76	66	77
O=C1Nc2ccccc2/C1=N/N1C(=O)CN(c2ccc(F)cc2)C1=O	81	102	97	97	100	91	96	104
COc1ccc(C(=O)c2c(N)nc3n2CCCC3)cc1OC	118	84	99	100	102	.	102	84
O=C(Nc1ccccc1)OCCCCOC(=O)Nc1ccccc1	75	99	113	138	84	102	120	96
CCOP(=O)(OCC)OC[C@]12CCC(C)(C)C[C@H]1C1=CC[C@@H]3[C@@]4(C)CC[C@H](OP(=O)(OCC)OCC)C(C)(C)[C@@H]4CC[C@@]3(C)[C@]1(C)CC2	28	33	5.2*	49	83	55	44	35
CS(=O)(=O)c1nccc(-c2c(-c3ccc(F)c(OCc4ccc(F)cc4)c3)nc3sccn23)n1	23	.	39	79	68	28	104	.
N#Cc1nc(-c2ccccc2)oc1S(=O)(=O)n1nc(-c2ccccc2)cc1N	85	32	96	20	90	91	97	.
O=C(/C=C/c1ccc2ccccc2c1)Nc1ncc(Cc2ccccc2Cl)s1	97	97	94	96	109	93	94	50
CCC1CCC(C)N(COC(=S)S)C1 (stereo not given)	.	.	103	105	100	102	104	.
COc1ccc(Cc2nc3sc4c(c3c(=O)[nH]2)CCC4)cc1OC	79	88	67	63	81	95	96	73
CCN(CCNc1ccc(C)c2sc3ccccc3c(=O)c12)CC(C)(C)O	51	40	14	40	83	101	41	.
O=C1CC(c2ccsc2)c2snc(-c3ccc(Cl)cc3)c2N1 (stereo not given)	51	15	12	16	37	.	35	21
CCOc1ccccc1-c1cc(-c2ccc(F)cc2)c(C#N)c(=O)[nH]1	88	102	92	96	89	86	100	106
CCOc1cc2ncc(C#N)c(Nc3ccc(OCc4cccc(F)c4)c(Cl)c3)c2cc1NC(=O)CCCCC1CCSS1 (stereo not given)	79	78	79	79	94	78	74	92
Cn1nc([N+](=O)[O-])nc1-c1ccccc1	99	90	100	94	113	108	94	83
N#CSCc1ccc(CSC#N)c(Br)c1	11	19	32	12	96	122	86	14

Copied from the list:
HOP-62 with `O=C1C2=C(NC(=S)NC2c2ccc3c(c2)OCO3)c2ccccc21` (stereo not given) = 104
RPMI-8226 with `CCOC(=O)C1=C(N)N(c2ccc(C)cc2)C2=C(C(=O)CC(C)(C)C2)C1c1ccc(OC)cc1` (stereo not given) = 109

Following part
SMILES	HOP-92	MOLT-4	RPMI-8226	CCRF-CEM	HOP-62	EKVX	A549/ATCC	SR
COc1cc(C#N)cc(OC)c1OC	103	88	122	110	89	105	101	112
CCOc1ccc(C(O)C2=CC(=O)c3ccccc3C2=O)cc1OCC (stereo not given)	.	90	.	.	101	.	100	103
Oc1ccccc1O	91	74	60	27	96	109	78	75
CC/C(=N\N=C(/CC)c1ccc(Br)cc1)c1ccc(Br)cc1	.	105	94	105	95	91	99	97
Cc1ccc(NC(=O)CSc2nc3ccc([N+](=O)[O-])cc3[nH]2)cc1	57	91	75	95	110	82	87	108
CC1(C)[C@H](O)CC[C@]2(C)[C@@H]1CC[C@@]13C[C@@H](CC[C@H]12)[C@@](O)(CO)C3	126	108	108	106	103	104	107	103
O=C1c2cccc3cccc(c23)C(=O)N1Nc1nc(N2CCCCC2)nc(N2CCOCC2)n1	70	93	101	92	87	87	103	86
Nc1cc2ccccc2c(=O)n1NC(=O)c1ccc(Cl)cc1	111	91	103	100	101	93	97	86
O=c1/c(=C/C(Br)=C/c2ccccc2)sc2nc3ccccc3n12	105	89	102	94	107	97	109	95
Nc1nc(NCc2ccccc2)n(S(=O)(=O)c2ccc(F)cc2F)n1	90	108	105	100	107	101	109	106
O=C1Nc2ccccc2/C1=N/N=C/c1cccs1	85	100	.	90	96	73	97	60
Cc1cc(C)c2c(n1)sc1c(Nc3ccc(Cl)cc3)ncnc12	.	-6.2*	24	4.1*	5.0*	.	18	3.9*
COC(=O)C1CCC[N+](C)(C)C1 (stereo not given)	88	88	97	88	112	.	98	90
O=C(c1nc2ccccc2[nH]1)C1C(c2ccccc2O)C2CSCN2[C@@]12C(=O)Nc1ccccc12 (stereo not given in full)	97	90	104	101	85	92	99	94
O=C(Cc1ccc(/C=C/C(=O)c2ncc[nH]2)cc1)Nc1ccccc1	84	29	-0.1*	3.9*	50	65	57	1.1*
OC1c2ccccc2-c2ccccc21	.	87	124	109	108	112	105	96
COc1ccc(Br)cc1C1Nc2ccc3ccccc3c2C2=C1C(=O)CC(c1ccccc1)C2 (stereo not given)	107	65	69	79	91	.	72	47
CCCCN1C(=O)/C(=c2\sc3n(c2=O)NC2C(N=3)N(CC)C(=O)N2CC)c2cc(Cl)ccc21 (stereo not given)	92	94	81	103	103	99	106	98
Cn1cc(-c2nn3cc(-c4ccc([N+](=O)[O-])cc4)nc3s2)c2ccccc21	102	97	97	96	99	105	92	80
Cc1csc(N2N=C(c3cc4ccccc4o3)CC2c2c[nH]c3ccccc23)n1 (stereo not given)	86	81	.	104	83	75	81	90
N#CC(CCc1ccccc1[N+](=O)[O-])(CCc1ccccc1[N+](=O)[O-])C(N)=O	76	105	109	134	94	.	85	93
COc1ccc(C2=CC(c3ccc(Oc4ccnc5cc(Cl)ccc45)c(OC)c3)c3c(nc(SC)[nH]c3=O)N2)cc1 (stereo not given)	.	76	77	79	109	86	81	89
O=C1COC2CCCCC2O1 (stereo not given)	90	111	102	93	108	112	99	120
N#C/C(=C\c1ccc(-c2cc(C(F)(F)F)ccc2Cl)o1)c1nc(-c2ccco2)cs1	101	101	101	103	96	92	108	.
Nc1cc(SCc2ccc([N+](=O)[O-])cc2)ncn1	.	87	.	55	93	110	103	94
O=S(=O)(O)c1cccc2c(S(=O)(=O)O)cccc12	102	105	100	104	89	92	113	98
COc1nccc2c(Nc3ccc(Cl)cc3)nc(N)nc12	.	103	93	94	104	.	101	.
CCOC(=S)SCc1ccc(Cl)cc1	49	82	108	130	101	84	80	80
O=C1Nc2cc(-c3ccc(NS(=O)(=O)c4ccc(C(F)(F)F)cc4)cc3)ccc2/C1=C/c1ccc[nH]1	43	6.5*	26	18	43	20	19	4.6*
Cn1cc(-c2ccc(-c3cn(C)c4ncccc34)s2)c2cccnc21	79	.	74	91	101	.	88	.
CN1CCCCC1CCN1c2ccccc2Sc2ccc(S(C)=O)cc21 (stereo not given)	.	87	102	91	92	95	92	68
COC(=O)C12[C@H]3C(=O)N(c4ccc(C)cc4)C(=O)[C@H]3[C@@H](c3ccc(C)s3)N1[C@H](c1ccc(C)s1)[C@@H]1C(=O)N(c3ccc(C)cc3)C(=O)[C@@H]12	94	84	99	112	88	.	88	85
COc1ncc(-c2ccc3ncnc(Nc4cccc(Cl)c4)c3c2)cc1N(S(C)(=O)=O)S(C)(=O)=O	7.6*	70	56	87	79	30	48	93
CC1(CC(=O)Nc2ccccc2)Nc2cc(Cl)ccc2-c2ccnn21 (stereo not given)	70	100	88	95	86	.	97	99
Oc1ccccc1NC(=S)Nc1ccccc1O	109	99	108	101	90	109	104	95
Nc1cc(Nc2ccc(I)cc2)nc(N)n1	85	93	80	96	109	98	96	96
CCCCc1ccc(C(CC(=O)c2ccc(Br)cc2)c2ccc(Br)cc2)cc1 (stereo not given)	93	96	98	96	99	92	93	109
Cc1ccc(/C=C2\Oc3ccc(O)c(O)c3C2=O)cc1	36	30	51	16	45	20	73	.
Cc1cc(C(F)(F)F)ccc1-c1cc(-c2ccc(F)cc2)n[nH]1	88	77	63	72	104	.	74	81
COC(=O)c1nnn(CC(N)=O)c1CCNC(=O)c1ccccc1C(=O)O	97	101	109	102	101	100	94	100
O=C1N[C@@H]2NC(=[N+]3CCOCC3)N[C@@H]2N1	120	103	106	108	103	102	101	111
O=C(O)c1cc2cc(O)ccc2[nH]1	.	102	110	103	89	.	104	98
C#CCn1c(-c2cccc(OCCCCl)c2)nc2c1c(=O)n(C)c(=O)n2C	50	2.3*	11	13	81	.	92	44
COc1ccc2nc(-c3ccc(Cl)cc3)cc(C(=O)N3N=C(c4ccc(N)cc4)CC3c3ccc(Cl)cc3)c2c1 (stereo not given)	75	80	87	99	72	71	78	48
Clc1ccc(CN2CCCc3ccccc32)cc1	55	93	96	120	98	85	100	.
O=C(O)COc1ccccc1OCC(=O)O	84	91	94	90	106	108	82	101
C=CCOC(=O)[C@H](C)NC(=O)[C@@H]1CCCN1C(=O)CNC(=O)C(C)(C)C	.	91	96	78	97	99	95	90
CC(C)=C[C@@H]1C[C@H](O)Cc2ccc(Cl)c(C)c2N1	.	88	.	.	109	96	100	89

Twelve of the compounds above, with bars between the fields:
Compound | HOP-92 | MOLT-4 | RPMI-8226 | CCRF-CEM | HOP-62 | EKVX | A549/ATCC | SR
CC1(CC(=O)Nc2ccccc2)Nc2cc(Cl)ccc2-c2ccnn21 (stereo not given) | 70 | 100 | 88 | 95 | 86 | . | 97 | 99
Oc1ccccc1NC(=S)Nc1ccccc1O | 109 | 99 | 108 | 101 | 90 | 109 | 104 | 95
Nc1cc(Nc2ccc(I)cc2)nc(N)n1 | 85 | 93 | 80 | 96 | 109 | 98 | 96 | 96
CCCCc1ccc(C(CC(=O)c2ccc(Br)cc2)c2ccc(Br)cc2)cc1 (stereo not given) | 93 | 96 | 98 | 96 | 99 | 92 | 93 | 109
Cc1ccc(/C=C2\Oc3ccc(O)c(O)c3C2=O)cc1 | 36 | 30 | 51 | 16 | 45 | 20 | 73 | .
Cc1cc(C(F)(F)F)ccc1-c1cc(-c2ccc(F)cc2)n[nH]1 | 88 | 77 | 63 | 72 | 104 | . | 74 | 81
COC(=O)c1nnn(CC(N)=O)c1CCNC(=O)c1ccccc1C(=O)O | 97 | 101 | 109 | 102 | 101 | 100 | 94 | 100
O=C1N[C@@H]2NC(=[N+]3CCOCC3)N[C@@H]2N1 | 120 | 103 | 106 | 108 | 103 | 102 | 101 | 111
O=C(O)c1cc2cc(O)ccc2[nH]1 | . | 102 | 110 | 103 | 89 | . | 104 | 98
C#CCn1c(-c2cccc(OCCCCl)c2)nc2c1c(=O)n(C)c(=O)n2C | 50 | 2.3* | 11 | 13 | 81 | . | 92 | 44
COc1ccc2nc(-c3ccc(Cl)cc3)cc(C(=O)N3N=C(c4ccc(N)cc4)CC3c3ccc(Cl)cc3)c2c1 (stereo not given) | 75 | 80 | 87 | 99 | 72 | 71 | 78 | 48
Clc1ccc(CN2CCCc3ccccc32)cc1 | 55 | 93 | 96 | 120 | 98 | 85 | 100 | .

Compounds as they come; any-hit rate near 12%.
